# IDE act: boosts human insulin-degrading enzyme activity in HEK cells | P14735 | FAbeta-B cleavage, fluorescence polarization; 0% vehicle, 100% cell-free pure enzyme wells | activation, % at 5.96 µM | actives 0.073% (n = 340,000);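 active = activation above the mean of all tested compounds plus 3 SD, set per screening campaign, cut at about 17% in these data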
# Target sequence (P14735 whole entry, looked up): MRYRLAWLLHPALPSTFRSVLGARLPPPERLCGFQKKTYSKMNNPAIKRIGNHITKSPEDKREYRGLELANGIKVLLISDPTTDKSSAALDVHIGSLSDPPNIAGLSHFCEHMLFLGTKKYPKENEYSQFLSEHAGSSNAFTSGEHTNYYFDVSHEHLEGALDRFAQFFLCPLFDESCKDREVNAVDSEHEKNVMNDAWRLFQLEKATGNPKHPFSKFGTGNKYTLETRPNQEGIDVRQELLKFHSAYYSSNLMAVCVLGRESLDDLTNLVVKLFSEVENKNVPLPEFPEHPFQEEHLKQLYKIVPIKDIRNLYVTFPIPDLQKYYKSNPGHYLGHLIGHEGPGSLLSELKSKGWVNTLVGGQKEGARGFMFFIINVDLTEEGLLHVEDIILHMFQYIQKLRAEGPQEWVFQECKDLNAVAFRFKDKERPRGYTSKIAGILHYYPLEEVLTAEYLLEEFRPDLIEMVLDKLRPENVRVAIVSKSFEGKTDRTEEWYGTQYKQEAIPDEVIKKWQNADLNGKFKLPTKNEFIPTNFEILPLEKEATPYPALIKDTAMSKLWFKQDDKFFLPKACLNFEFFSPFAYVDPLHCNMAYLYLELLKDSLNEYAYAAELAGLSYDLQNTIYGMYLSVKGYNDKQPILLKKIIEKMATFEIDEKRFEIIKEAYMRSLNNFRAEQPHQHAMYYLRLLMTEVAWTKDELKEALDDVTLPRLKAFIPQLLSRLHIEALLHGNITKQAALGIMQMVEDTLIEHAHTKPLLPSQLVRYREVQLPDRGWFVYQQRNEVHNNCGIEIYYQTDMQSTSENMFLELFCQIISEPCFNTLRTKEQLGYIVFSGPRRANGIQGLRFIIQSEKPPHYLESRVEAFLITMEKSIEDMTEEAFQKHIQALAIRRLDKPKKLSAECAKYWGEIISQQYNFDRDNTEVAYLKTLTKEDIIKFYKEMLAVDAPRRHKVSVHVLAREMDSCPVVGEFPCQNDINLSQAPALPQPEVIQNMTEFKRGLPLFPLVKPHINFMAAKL
# IDE inh: inhibits human insulin-degrading enzyme in HEK cells; inhibition, % at 5.59 µM; AID 434962; FAbetaB cleavage, fluorescence polarization; actives 0.41% (n = 320,000); P14735;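 active = percent inhibition above the average of all tested compounds plus 3 SD, set per screening campaign, cut at about 16% in these data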;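 also: IDE supplied by intact live HEK cells; FP after avidin binding of uncleaved biotin substrate so inhibition keeps polarization high; 0% = DMSO wells and 100% = 60 µM reference IDE inhibitor Ii1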
# * marks the source's active call; other numbers are inactive results; & = joins results of further samples. A portion of the library, so the mix of outcomes need not match the whole.
SMILES	IDE act	IDE inh
C[C@]12CC[C@H](O)C[C@H]1CC[C@@H]1[C@@H]2CC[C@]2(C)[C@@H](C3=CC(=O)OC3)CC[C@]12O	0.9	0.4
COC(=O)C1=C(c2ccc(F)cc2OCc2ccccc2)C[C@@H]2CC[C@H]1N2C(=O)NCc1ccc2[nH]ccc2c1	1.5	3.6
Cc1ncc2n1-c1ccc(Cl)cc1C(c1ccccc1F)=NC2	4.3	6.1
C=CC[C@@H](C)CC(=O)C(CCCN=[N+]=[N-])SOOc1ccccc1 (some centres undefined)	8.0	2.2
NCCc1ccccc1	-4.9	-0.3
COC(=O)C1=C(c2cc3ccccc3o2)C[C@@H]2CC[C@H]1N2C(=O)NCCO	2.0	8.1
COC(=O)C1=C(c2ccc(F)cc2OCc2ccccc2)C[C@@H]2CC[C@H]1N2C(=O)NCCNC(C)=O	-2.1	5.1
COC(=O)C1=C(c2c(C)noc2C)C[C@@H]2CC[C@H]1N2C(=O)NC1CCCCC1	1.3	-3.6

# Next compounds.
SMILES	IDE act	IDE inh
COc1ccc2c3c1OC1C(=O)CC[C@@]4(O)[C@@H](C2)N(CC2CC2)CC[C@]314 (some centres undefined)	-0.8	4.9
O=C1CN=C(c2ccccc2)c2cc([N+](=O)[O-])ccc2N1	-0.8	3.3
C[C@]12CC[C@H](O)CC1=CCC1C2CC[C@@]2(C)C1C[C@@H]1CC(=O)O[C@@H]12 (some centres undefined)	-0.5	-1.5
CC1=CC(=O)C2=C(C)C[C@H](O)[C@@H]3[C@H](OC(=O)[C@H]3C)[C@@H]12	-1.1	0.8
Cc1cccc(N/N=C/c2c(O)[nH]c(=S)[nH]c2=O)c1	-6.6	-1.3
COC(=O)C1=C(c2ccc(S(C)(=O)=O)cc2)C[C@@H]2CC[C@H]1N2C(=O)NC1CCCCC1	1.6	1.2
CCN(C(=O)COC(=O)c1cn(C)c2ccccc12)c1ccc(F)cc1	1.1	-4.3
COC(=O)C1=C(c2ccc(F)cc2OCc2ccccc2)C[C@@H]2CC[C@H]1N2C(=O)NCC1CC1	0.0	0.1

# Some of the entries so far, with two lines to a compound:
# Second line of a record: IDE act | IDE inh
C=CC[C@@H](C)CC(=O)C(CCCN=[N+]=[N-])SOOc1ccccc1 (some centres undefined)
 : 8.0 | 2.2
CC1=CC(=O)C2=C(C)C[C@H](O)[C@@H]3[C@H](OC(=O)[C@H]3C)[C@@H]12
 : -1.1 | 0.8

# Next entries
SMILES	IDE act	IDE inh
COc1cc(O)cc2c1cc([N+](=O)[O-])c1c(C(=O)O)cc3c(c12)OCO3	-2.3	5.9
COC(=O)C1=C(c2cccc(OC)c2OC)C[C@@H]2CC[C@H]1N2C(=O)NCC1CC1	4.3	-3.4
O=[N+]([O-])O[C@H]1CO[C@H]2[C@@H]1OC[C@H]2O[N+](=O)[O-]	-4.5	-2.4
ClCCOCOCCCl	-2.4	5.3
COC(=O)C1=CO[C@H](C)[C@H]2CN3CC[C@@]4(C(=O)Nc5ccccc54)[C@@H]3C[C@H]12	2.6	4.5
ClCC(Br)CBr (centres undefined)	-1.2	-0.4
NNC(N)=O	-0.5	-1.1
Cc1ccc([N+](=O)[O-])cc1	-3.0	-2.0

# The list continues:
SMILES	IDE act	IDE inh
ClC1C(Cl)C(Cl)C(Cl)C(Cl)C1Cl (centres undefined)	7.6&-0.8	1.2&-0.7
Clc1cc(I)cc(Cl)c1NC1=NCCN1	2.0	5.2
COC(=O)C1=C(c2ccccc2OCc2ccccc2)C[C@@H]2CC[C@H]1N2C(=O)NCc1ccc(Br)cc1	1.8	-0.4
CC(C)(C)c1ccccc1O	4.3	-2.2
COC(=O)C1=C(c2ccc3ccccc3c2)C[C@@H]2CC[C@H]1N2C(=O)NCc1ccco1	1.7	4.2
Cc1ccc(-c2cc(-c3ccccc3)cc(-c3ccccc3)[n+]2-c2ccccc2C(=O)O)cc1	-15.0	7.1
CCCCCCCCC(=O)NCc1ccc(O)c(OC)c1	6.6	-0.3
COC(=O)C1=C(c2ccc(-c3ccccc3)c(F)c2)C[C@@H]2CC[C@H]1N2C(=O)NCc1cc(C)oc1C(F)(F)F	-5.6	-4.4

# (further entries)
SMILES	IDE act	IDE inh
C=C(C=O)CC1CC(O)[C@]2(C)OC3C[C@@H]4OC5C[C@]6(C)O[C@]7(C)CCC8OC9C[C@]%10(C)OC(/C(C)=C\CO)C(O)CC%10OC9CC(C)C8OC7CC6O[C@]5(C)C/C=C\C4OC3CC2O1 (some centres undefined)	-2.9	-6.8
CCc1ccc(OCC(=O)N2CCN(CC(=O)Nc3ccccc3Cl)CC2)cc1	4.2	-3.2
C=C1C2C[C@@]3([C@@H]1O)[C@@H](C[C@@H]2O)[C@@]12C4[C@@H]3C[C@@H]1[C@@](C)(CC[C@@H]2O)CN4CC	4.6	1.7
COC(=O)C1=C(c2ccc(OC(F)(F)F)cc2)C[C@@H]2CC[C@H]1N2C(=O)N1CCOCC1	2.2	-0.3
c1cc2c(cc1C1OCC3C(c4ccc5c(c4)OCO5)OCC13)OCO2 (centres undefined)	3.8	2.6
c1ccc(C2(N3CCCCC3)CCCCC2)cc1	1.1	8.7
CCOC(=O)c1ccccc1NC(=O)c1c(O)[nH]c(=O)[nH]c1=O	4.3	3.0
COC(=O)C1=C(c2ccc(-c3ccccc3)c(F)c2)C[C@@H]2CC[C@H]1N2C(=O)N1CCCCC1	2.1	-0.9

# (next part)
SMILES	IDE act	IDE inh
COC(=O)C1=C(c2cccc(OCc3ccccc3)c2)C[C@@H]2CC[C@H]1N2C(=O)NCCN1CCOCC1	-2.0	-2.4
Cn1c(O)c(C=NC2CCN(Cc3ccccc3)CC2)c(=O)n(C)c1=O	-2.0	8.9
COC(=O)C1=C(c2ccc(OC(F)(F)F)cc2)C[C@@H]2CC[C@H]1N2C(=O)N1CCC(O)CC1	1.7	-4.7
C[N+](C)(C)CC(=O)O	8.3	5.9
COC(=O)C1=C(c2cccc(C#N)c2)C[C@@H]2CC[C@H]1N2C(=O)NCCCOC(C)C	6.0	-2.0
COC(=O)C1=C(c2ccc(F)cc2F)C[C@@H]2CC[C@H]1N2C	2.0	2.3
COC(=O)C1=C(c2ccc(S(C)(=O)=O)cc2)C[C@@H]2CC[C@H]1N2C(=O)NC1CC1	5.1	2.4
COC(=O)C1=C(c2ccccc2OCc2ccccc2)C[C@@H]2CC[C@H]1N2C(=O)NCc1ccc(N(C)C)cc1	-2.4	3.6

# New compounds follow:
SMILES	IDE act	IDE inh
CC(C)(O)/C=C/C(=O)[C@](C)(O)C1[C@H](O)C[C@@]2(C)C3CC=C4C(C[C@H](O)[C@@H](O)C4(C)C)[C@]3(C)C(=O)C[C@]12C (some centres undefined)	4.2	3.1
O=C(NC1CCCCC1)[C@@H]1CC=C[C@@H]2CCN(Cc3ccccc3)C(=O)[C@@H]21	-6.5	-2.7
ClC1=C(Cl)C2(Cl)C3C(Cl)C=CC3C1(Cl)C2(Cl)Cl (centres undefined)	6.5	1.4
Cc1ccccc1-n1c(C)nc2ccsc2c1=O	1.6	11.8
[Cl][Pt+2][Cl].[NH-]C1CCCCC1[NH-] (centres undefined)	-5.9	4.2
C[C@]1(O)CCC2C3CC[C@H]4C[C@@H](OC(=O)CNC(=O)CN)CC[C@]4(C)C3CC[C@@]21C (some centres undefined)	0.7	7.3
Cc1nn(-c2ccccc2)c(C)c1NC(=O)COC(=O)Cc1ccccc1	5.5	-0.6
COC(=O)C1=C(c2c(C)noc2C)C[C@@H]2CC[C@H]1N2C(=O)NC(C)C	4.7	-4.7

# Next part:
SMILES	IDE act	IDE inh
N[C@@]1(C(=O)O)CC[C@@H](C(=O)O)C1	2.4	2.9
COC(=O)C1=C(c2cccc(OC)c2OC)C[C@@H]2CC[C@H]1N2C(=O)NCc1ccccc1	2.2	1.6
CC(C)(C)c1cc(C=C(C#N)C#N)cc(C(C)(C)C)c1O	2.0	3.0
COC(=O)C1=C(c2cc3ccccc3o2)C[C@@H]2CC[C@H]1N2C	-0.1	-4.6
COc1ccc2c(c1O)-c1cccc3c1[C@@H](C2)N(C)CC3	-0.5	0.6
C[C@](N)(CCP(=O)(O)O)C(=O)O	-2.0	-3.5
COC(=O)C1=C(c2ccc(Cl)c(C(F)(F)F)c2)C[C@@H]2CC[C@H]1N2C(=O)NC1CC1	5.4	1.5
Cc1ccc(-c2cc(-c3ccc(C)cc3)[n+](-c3ccc(C(=O)[O-])cc3)c(-c3ccc(C)cc3)c2)cc1	4.8	-0.1

# Nothing new here: an excerpt of the list.
SMILES	IDE act	IDE inh
COC(=O)C1=C(c2ccc(-c3ccccc3)c(F)c2)C[C@@H]2CC[C@H]1N2C(=O)N1CCCCC1	2.1	-0.9
COC(=O)C1=C(c2cccc(OCc3ccccc3)c2)C[C@@H]2CC[C@H]1N2C(=O)NCCN1CCOCC1	-2.0	-2.4
Cn1c(O)c(C=NC2CCN(Cc3ccccc3)CC2)c(=O)n(C)c1=O	-2.0	8.9
COC(=O)C1=C(c2ccc(OC(F)(F)F)cc2)C[C@@H]2CC[C@H]1N2C(=O)N1CCC(O)CC1	1.7	-4.7
C[N+](C)(C)CC(=O)O	8.3	5.9
COC(=O)C1=C(c2cccc(C#N)c2)C[C@@H]2CC[C@H]1N2C(=O)NCCCOC(C)C	6.0	-2.0
COC(=O)C1=C(c2ccc(F)cc2F)C[C@@H]2CC[C@H]1N2C	2.0	2.3
COC(=O)C1=C(c2ccc(S(C)(=O)=O)cc2)C[C@@H]2CC[C@H]1N2C(=O)NC1CC1	5.1	2.4
COC(=O)C1=C(c2ccccc2OCc2ccccc2)C[C@@H]2CC[C@H]1N2C(=O)NCc1ccc(N(C)C)cc1	-2.4	3.6
CC(C)(O)/C=C/C(=O)[C@](C)(O)C1[C@H](O)C[C@@]2(C)C3CC=C4C(C[C@H](O)[C@@H](O)C4(C)C)[C@]3(C)C(=O)C[C@]12C (some centres undefined)	4.2	3.1
O=C(NC1CCCCC1)[C@@H]1CC=C[C@@H]2CCN(Cc3ccccc3)C(=O)[C@@H]21	-6.5	-2.7
ClC1=C(Cl)C2(Cl)C3C(Cl)C=CC3C1(Cl)C2(Cl)Cl (centres undefined)	6.5	1.4
Cc1ccccc1-n1c(C)nc2ccsc2c1=O	1.6	11.8
[Cl][Pt+2][Cl].[NH-]C1CCCCC1[NH-] (centres undefined)	-5.9	4.2
C[C@]1(O)CCC2C3CC[C@H]4C[C@@H](OC(=O)CNC(=O)CN)CC[C@]4(C)C3CC[C@@]21C (some centres undefined)	0.7	7.3
Cc1nn(-c2ccccc2)c(C)c1NC(=O)COC(=O)Cc1ccccc1	5.5	-0.6
COC(=O)C1=C(c2c(C)noc2C)C[C@@H]2CC[C@H]1N2C(=O)NC(C)C	4.7	-4.7
N[C@@]1(C(=O)O)CC[C@@H](C(=O)O)C1	2.4	2.9
COC(=O)C1=C(c2cccc(OC)c2OC)C[C@@H]2CC[C@H]1N2C(=O)NCc1ccccc1	2.2	1.6
CC(C)(C)c1cc(C=C(C#N)C#N)cc(C(C)(C)C)c1O	2.0	3.0
COC(=O)C1=C(c2cc3ccccc3o2)C[C@@H]2CC[C@H]1N2C	-0.1	-4.6
COc1ccc2c(c1O)-c1cccc3c1[C@@H](C2)N(C)CC3	-0.5	0.6
C[C@](N)(CCP(=O)(O)O)C(=O)O	-2.0	-3.5
COC(=O)C1=C(c2ccc(Cl)c(C(F)(F)F)c2)C[C@@H]2CC[C@H]1N2C(=O)NC1CC1	5.4	1.5
Cc1ccc(-c2cc(-c3ccc(C)cc3)[n+](-c3ccc(C(=O)[O-])cc3)c(-c3ccc(C)cc3)c2)cc1	4.8	-0.1

# Following part
SMILES	IDE act	IDE inh
CCCCCCC(C)(C)c1ccc([C@@H]2C[C@H](O)CC[C@H]2CCCO)c(O)c1	12.2	0.9
COC(=O)C1=C(c2ccc(OC)c(OC)c2)C[C@@H]2CC[C@H]1N2C(=O)NCc1ccco1	-1.3	-0.3
C[C@]12CC[C@H]3[C@@H](CCC4=CC(=O)CC[C@@H]43)[C@@H]1CC[C@@H]2O	2.8	4.5
NCCc1c[nH]c2ccc(C(N)=O)cc12	2.7	4.9
COC(=O)C1=C(c2ccc(C(C)=O)cc2)C[C@@H]2CC[C@H]1N2C(=O)NCCOc1ccccc1Cl	-0.3	7.9
CC(C#N)CCC#N (centres undefined)	1.0	-0.6
CC(C)NC(C)Cc1ccc(I)cc1 (centres undefined)	0.0	0.0
Cc1ccccc1NC(=O)Cc1nc(COC(=O)Cc2ccccc2)cs1	-1.8	-5.3

# (next part)
SMILES	IDE act	IDE inh
COc1cc2c(cc1OC)C1[C@H]3C(=CC[C@H]1OC2O)CCN3C (some centres undefined)	-3.7	-0.8
COC(=O)c1ccc(NC(=O)NC(=O)Oc2ccccc2)cc1	0.3	-0.6
COC(=O)C1=C(c2ccc(C(C)=O)cc2)C[C@@H]2CC[C@H]1N2C(=O)NC1CC1	-1.1	0.1
O=[N+]([O-])c1ccc(Cl)c([N+](=O)[O-])c1	5.7	3.0
CCOP(=S)(OCC)Oc1nc(Cl)c(Cl)cc1Cl	0.9	5.3
CN1C2CCC1CC(OC(c1ccccc1)c1ccccc1N)C2 (centres undefined)	4.7	4.5
C[C@]12CCC3C(CC[C@H]4C[C@H](O)CC[C@]34C)C1CC(=O)[C@@H]2O (some centres undefined)	1.8	-2.2
COC(=O)C1=C(c2ccc(Cl)c(C(F)(F)F)c2)C[C@@H]2CC[C@H]1N2C(=O)N1CCC(O)(c2ccc(Cl)cc2)CC1	6.0	-1.7
